Bioassay records from PubChem.
M4 PAM: CHRM4 positive allosteric modulation; P08173; CHO-K1 hM4/Gqi5, Fluo-8 calcium fluorescence, ACh EC20; 0% = ACh EC20, 100% = maximal ACh; activation, % at 3 µM; 0.4% of 360,000 active; AID 624126;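 active means activation above its plate's cutoff, the mean activation of sample wells plus 3 SD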; further: some results filed as inactive read as strong as hits
CHRM4 agonist: agonists of human muscarinic M4 receptor (CHRM4); P08173; CHO-K1 hM4/Gqi5, Fluo-8 calcium fluorescence; vehicle 0%, full acetylcholine response 100%; activation, % at 3 µM; 0.14% of 360,000 active;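 active means activation above the run mean over all test wells plus 3 SD, cut at about 32% in these data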;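 further: peak over basal fluorescence ratio per well then scaled between controls; 0% = DMSO wells and 100% = acetylcholine at EC100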
CHRM5 PAM: CHRM5 positive allosteric modulation. activation, % at 3 µM. 0.3% of 360,000 active. CHO-K1 hM5, Fluo-8 calcium, ACh EC20 PAM; 0% = ACh EC20, 100% = ACh EC100. P08912;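 active means activation above the run cutoff, the mean activation of all test compounds plus 3 SD, cut at about 18% in these data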
Target sequence (P08912 whole entry, looked up): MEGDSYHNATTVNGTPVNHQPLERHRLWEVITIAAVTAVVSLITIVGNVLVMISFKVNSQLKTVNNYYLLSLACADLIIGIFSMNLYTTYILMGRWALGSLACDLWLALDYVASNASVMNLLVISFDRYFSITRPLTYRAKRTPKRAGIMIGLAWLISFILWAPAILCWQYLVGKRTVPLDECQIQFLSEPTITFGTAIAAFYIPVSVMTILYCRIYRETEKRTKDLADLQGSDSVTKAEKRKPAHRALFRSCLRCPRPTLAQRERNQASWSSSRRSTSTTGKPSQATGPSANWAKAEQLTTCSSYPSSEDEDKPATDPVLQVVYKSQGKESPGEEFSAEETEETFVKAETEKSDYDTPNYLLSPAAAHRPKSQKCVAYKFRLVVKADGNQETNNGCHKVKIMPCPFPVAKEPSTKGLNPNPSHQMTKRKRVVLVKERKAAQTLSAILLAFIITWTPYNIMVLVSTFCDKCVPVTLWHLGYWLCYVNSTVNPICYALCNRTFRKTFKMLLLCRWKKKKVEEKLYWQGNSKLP
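System – CHO-K1 hM5 cells · Compound – 3 µM, single dose · Incubation – compound preincubation 140 s before EC20 acetylcholine addition · Technique – Fluo-8 calcium fluorescence · Measure – Max/basal fluorescence ratio as % of EC20–EC100 ACh window · Benchmarks – low control EC20 acetylcholine (0%), high control EC100 acetylcholine (100%) · Replication – singlicate, one well per test compound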
CRFR2-BP ag: CRF-BP/CRF-R2 complex agonism | HEK293 CRF-R2/CRF-BP, calcium dye fluorescence (FLIPR); percent of saturating CRF peptide response | activation, % at 13.2 µM | 0.46% of 350,000 active | AID 588473;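 active means activation of at least 50%, plus an integration ratio under a set limit after plate pattern correction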;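 further: plate controls were neutral control wells without compound for no effect and CRF at EC100 for full effect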
CHRM1 PAM: positive allosteric modulators of human M1 muscarinic receptor. CHO-K1 hM1, Fluo-8 calcium fluorescence, ACh EC20; 0% = ACh EC20, 100% = maximal ACh. activation, % at 3 µM. 0.088% of 360,000 active; in the data active means activation above about 19%, passing the limit was not always enough
Target sequence (P11229 whole entry, looked up): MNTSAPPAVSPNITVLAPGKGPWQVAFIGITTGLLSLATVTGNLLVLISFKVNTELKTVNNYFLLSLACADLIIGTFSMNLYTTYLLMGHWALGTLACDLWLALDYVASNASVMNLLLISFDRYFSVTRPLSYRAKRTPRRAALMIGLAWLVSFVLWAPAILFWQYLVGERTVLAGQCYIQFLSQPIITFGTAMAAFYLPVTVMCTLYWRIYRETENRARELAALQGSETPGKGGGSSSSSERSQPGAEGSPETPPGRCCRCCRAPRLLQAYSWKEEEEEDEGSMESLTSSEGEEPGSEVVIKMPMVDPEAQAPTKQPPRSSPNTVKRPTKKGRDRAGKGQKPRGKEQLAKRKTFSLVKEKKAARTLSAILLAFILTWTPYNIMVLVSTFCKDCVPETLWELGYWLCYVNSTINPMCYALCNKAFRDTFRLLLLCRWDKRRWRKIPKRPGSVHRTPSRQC
M5 antag: blocks acetylcholine activation of human M5 receptor. 0.59% of 360,000 active. AID 624040. P08912. inhibition, % at 3 µM. CHO-hM5 cells, Fluo-8 calcium fluorescence, ACh EC80;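 active means inhibition above a per-plate cutoff, the mean of that plate's test compounds plus 3 SD, cut at about 27% in these data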;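 further: 0% = acetylcholine EC80 with DMSO and 100% = DMSO without agonist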
M5 ag: agonists of human muscarinic M5 receptor (CHRM5); P08912; CHO-K1 hM5 cells, Fluo-8 calcium fluorescence; 0% DMSO wells, 100% maximal acetylcholine response; activation, % at 3 µM; 0.19% of 360,000 active; AID 624037;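 active means activation above the run's mean over test compounds plus 3 SD, cut at about 23% in these data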;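 further: signal is peak over basal fluorescence ratio across the kinetic read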
M4 antag: CHRM4 antagonism in calcium assay; CHO-hM4 cells, ACh EC80, Fluo-8 calcium fluorescence; 0.73% of 360,000 active; P08173; AID 624125; inhibition, % at 3 µM;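 active means inhibition above its plate's cutoff, the mean inhibition of sample wells plus 3 SD, cut at about 27% in these data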;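 further: 0% = acetylcholine EC80 with DMSO and 100% = DMSO without agonist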
CHRM1 antagonist: human CHRM1 antagonism | P11229 | CHO-K1 hM1, Fluo-8 calcium fluorescence, ACh EC80 antagonist | inhibition, % at 3 µM | 1.3% of 360,000 active;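 active means percent inhibition above its own plate's cutoff, namely the mean of that plate's compound wells plus 3 SD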;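 further: peak over basal fluorescence ratio during 140 s after agonist addition; 0% = ACh EC80 plus DMSO and 100% = DMSO alone without agonist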
* hit, by the source's call; x = not tested or not shown; & = joins results of further samples.

M4 antag	CRFR2-BP ag	CHRM5 PAM	M4 PAM	M5 ag	CHRM1 antagonist	CHRM1 PAM	CHRM4 agonist	M5 antag	SMILES
-10	5.8	-1	2	4	-10	4	11	8	COc1ccc(CN2CC(=O)N3[C@H]4c5ccc(OC)cc5OC[C@@H]4[C@H](c4ccccc4)[C@]3(C)C2=O)cc1
6	-0.6	-14	-7	-9	10	-3	6	8	Cn1nc(C(=O)Nc2cccc(S(=O)(=O)N3CCCC3)c2)c2ccccc2c1=O
0	x	-13	-6	1	-11	4	2	9	Cc1c(C(=O)Nc2cccc(Oc3ccccc3)c2)sc(=O)n1Cc1ccc(F)cc1
1	-2.3	-1	-8	6	-2	3	1	0	CCCn1nnc(NC(=O)/C=C/c2ccc(C(C)C)cc2)n1
-17	x	-5	3	-4	x	x	2	13	CCC(CC)C(C(=O)NC1CCCC1)N1CCN(c2cc(C)nc3ccccc23)CC1 (centres undefined)
-3	0.3	-1	11	-1	-4	8	2	-1	COc1cccc(-n2nnc3c(=O)n(CC(=O)NC4CCCC4)cnc32)c1
-3	3.1	1	5	0	-5	7	1	0	CC(=O)NCc1nc2ccccc2n1Cc1ccccc1C
0	-0.7	6	4	-1	-19	13	0	-6	O=C(CCS(=O)(=O)c1cccs1)NC1CCCCCC1
-11	-0.9	-2	13	-4	-7	10	1	-6	Cc1cccnc1NC1(C(F)(F)F)N=C2SCCN2C1=O (centres undefined)
-12	-3.8	-13	-11	-1	10	-3	4	16	COC(=O)c1ccc(COc2ccccc2/C=N/NC(=O)c2cccnc2)cc1
41*	0.8	-10	-15	7	9	-11	9	-5	Cc1ccc(C(C(=O)NCc2ccc(F)cc2)N(CCCO)C(=O)C2COc3ccccc3O2)o1 (centres undefined)
-11	0.5	5	5	0	-17	7	4	-11	CC(CCc1ccccc1)NC(=O)CCNS(=O)(=O)c1ccccc1C(F)(F)F (centres undefined)
8	-0.8	-1	0	-7	-11	6	0	-3	Cc1ccc(-n2c(C)nn(-c3ncc(C(F)(F)F)cc3Cl)c2=O)cc1
-5	-0.1	3	0	1	-8	6	0	-2	CCN1CCN(c2ccc(S(=O)(=O)N3CCOCC3)cc2NC(=O)CCC(C)C)CC1
13	-1.6	0	-7	-4	5	1	0	7	Cc1cccc(C)c1NC(=O)N1CC=CCC1
-19	0.5	0	1	-3	5	2	1	3	Cc1ccccc1OCCN(C#N)c1nc(N(C)C)nc(N(C)C)n1
-6	-1.9	-5	6	2	-7	9	1	6	CCOc1ccc(-c2n[nH]c(=S)n2/N=C/c2cc3c(cc2[N+](=O)[O-])OCO3)cc1
2	0.8	-5	-5	10	-2	-6	4	-1	N#C/C(=C\c1ccc(OC(=O)c2cccs2)cc1)c1nc2ccccc2[nH]1
9	-2.3	-10	-9	2	2	-4	8	15	Cc1ccc(OCc2cc(C(=O)NC(C)Cc3cccnc3)no2)cc1C (centres undefined)
6	-1.2	-4	-11	4	4	0	21	10	COc1ccccc1N(C)S(=O)(=O)c1ccc(C(=O)NCCc2ccc(F)cc2)cc1
-11	x	0	13	-2	x	x	1	-1	CC(=O)C[C@@H]1OC2CCCCC2N1S(=O)(=O)c1ccc(C)cc1 (some centres undefined)
1	0.1	-1	5	0	-4	5	0	0	CCCC(C)NC(=O)C1CC(=O)N(CCc2ccc(F)cc2)C1 (centres undefined)
-12	-1.7	12	12	2	1	3	1	-9	Cc1cc(C)cc(NC(=O)OCCN2CCN(Cc3ccccc3)CCC2=O)c1
0	-2.7	-1	-4	-1	2	-1	1	3	COc1cccc2c1O/C(=N\O)C(C(=O)Nc1ccc(C)cc1)C2 (centres undefined)
2	-0.1	-6	1	-1	2	0	0	1	COc1ccccc1-n1cnnc1SCC(=O)NCC1CCCO1 (centres undefined)
-11	-0.3	6	6	-2	-7	7	1	-7	COc1cc(C(=O)Nc2cc(C)ccn2)cc(OC)c1OC
2	-0.9	8	6	1	-6	13	-1	5	CCOc1cccc(SCc2noc(C(=O)NCC3CCCO3)c2C(=O)O)c1 (centres undefined)
0	-0.6	3	3	1	-23	2	0	-3	O=C(O)CC(C(=O)O)N1C(=O)/C(=C/C=C/c2ccco2)SC1=S (centres undefined)
-1	-0.2	2	1	-2	-8	5	1	-4	Cc1cccc(CNC(=O)C2CCC(=O)N(CCCc3ccccc3)C2)c1 (centres undefined)
-8	6.3	7	3	-3	-7	11	1	-4	CCOCC(=O)Nc1cc(C(=O)NCCc2ccccc2)ccc1Cl
6	1.3	-8	-6	-6	-29	-7	1	6	O=C(CCCC(=O)OCC(=O)c1ccc(Cl)cc1Cl)Nc1cc(C(F)(F)F)ccc1Cl
1	-1.6	0	3	-3	-10	7	2	6	COc1ccc(C(=O)N2CCC(C(=O)N3CCN(c4ccccc4)CC3)CC2)cc1
9	3.5	-1	-11	-4	-9	0	-1	6	CCc1ccc2c(c1)CCCN2C(=O)c1ccccc1C(=O)O
7	1.4	-3	-3	-1	5	2	1	17	CN(Cc1nccn1C)C(=O)CC1C(=O)NCCN1Cc1ccccc1C(F)(F)F (centres undefined)
-6	-0.4	-6	-2	-7	-3	5	1	-4	Cc1ccc(NC(=O)CNc2cccc(C)c2C)c(C)c1
0	2.0	-4	3	-1	-5	7	1	7	CN(C)/C=C/c1onc(-c2c(Cl)cccc2Cl)c1C#N
5	1.4	-16	2	-13	-8	6	0	1	CCN1CCCC1CNC(=O)CSc1cc(=O)n(C)c2cc(Cl)ccc12 (centres undefined)
-15	1.4	0	2	-5	-7	5	0	-3	Cc1cccc(NC(=O)CSc2nnc(CNC(=O)c3ccc(S(=O)(=O)N(C)C)cc3)n2-c2ccc(F)cc2)c1
3	-0.9	3	1	-3	-7	6	2	2	CC(OC(=O)c1nsc(Cl)c1Cl)C(=O)NCCc1ccccc1 (centres undefined)
5	-2.7	1	0	-2	-5	5	0	12	COc1cccc(CN2CC(C(=O)NCc3cccc(Cl)c3)CCC2=O)c1 (centres undefined)
2	-1.7	-3	11	-2	-12	11	0	1	CCOC(=O)C1CN(c2cc3c(cc2F)c(=O)c(C(=O)O)cn3CC)OC1C(=O)OCC (centres undefined)
8	-1.6	3	-4	-1	-15	7	2	1	Cc1sc2ncnc(SCC(=O)N3CCCC3)c2c1C
5	-1.0	-3	-1	3	-7	3	1	6	N#Cc1cnc(SCC(=O)N2CCCCC2)nc1N
-3	0.1	0	1	-1	6	-4	2	7	O=C(c1cccc(C(F)(F)F)c1)C1CCCN(C(=O)CCCN2CCCC2=O)C1 (centres undefined)
-4	-1.1	1	7	-3	-17	15	1	0	COc1ccc(/C=C2\SC(=O)N(CC(=O)NC3CCS(=O)(=O)C3)C2=O)cc1 (centres undefined)
4	-0.7	-7	-2	8	7	-3	11	-1	C/C(=N\NC(=O)c1cc(Br)ccc1O)c1cccc(NC(=O)c2ccccc2F)c1
0	0.1	5	2	2	-9	2	2	-1	CN1CCN(S(=O)(=O)c2cccc(C(=O)Oc3cccc(C#N)c3)c2)CC1
-16	0.7	0	9	-5	-2	1	0	-6	COC(=O)c1[nH]c2cc(C)ccc2c1NC(=O)CN1CCCc2ccccc21
5	4.5	0	0	1	-6	11	0	3	Cc1cc(NC(=O)c2ccc3c(c2)OCO3)no1
-3	-1.7	7	10	-5	-7	8	0	-4	COc1ccc(N2CC(C(=O)N[C@@H](CC(C)C)C(=O)NC3CCCCC3)CC2=O)cc1 (some centres undefined)
-9	-1.9	1	6	-1	-10	12	1	-5	CC(NC(=O)COc1ccc(Br)cc1)C1CCCO1 (centres undefined)
4	-1.9	7	-2	5	-8	4	1	-3	N=C1SC(CC(=O)Nc2ccc([N+](=O)[O-])cc2)C(=O)N1c1ccccc1 (centres undefined)
3	0.5	3	6	0	-4	4	1	3	CC(CNC(=O)CN1C(=O)NC2(CCCCC2)C1=O)c1ccccc1 (centres undefined)
-3	0.5	-7	-5	0	-7	-4	9	4	O=C(Oc1cccc(/C=N/Nc2nc(N3CCOCC3)nc(N3CCOCC3)n2)c1)c1ccco1
-3	-1.2	3	3	0	14	-3	0	-1	COc1ccc(C)cc1NC(=O)C1CCN(S(=O)(=O)c2ccccc2)CC1
7	-1.6	-10	4	-2	-12	3	0	12	CCOC(=O)Nc1ccc(C)cc1C
-4	1.2	9	2	-3	-3	8	3	-15	O=C(N/N=C/c1cc(Br)c(O)c(Br)c1)c1cc2c(ccc3ccccc32)o1
7	-1.9	-10	-10	-10	-2	-13	-2	3	CCOC(=O)N1c2ccccc2Sc2ccccc21
4	1.5	-2	10	1	-17	10	1	3	Oc1ccccc1/C=N/[n+]1ccccc1
54*	1.4	-13	-30	0	24*	-16	20	21	O=C(CCN1CCN(Cc2ccccc2)CC1)Nc1ccc(OCc2ccccc2)cc1

Arranged by value in CHRM5 PAM (lowest first): 3 of the compounds above.
M4 antag	CRFR2-BP ag	CHRM5 PAM	M4 PAM	M5 ag	CHRM1 antagonist	CHRM1 PAM	CHRM4 agonist	M5 antag	SMILES
5	4.5	0	0	1	-6	11	0	3	Cc1cc(NC(=O)c2ccc3c(c2)OCO3)no1
-9	-1.9	1	6	-1	-10	12	1	-5	CC(NC(=O)COc1ccc(Br)cc1)C1CCCO1 (centres undefined)
-4	1.2	9	2	-3	-3	8	3	-15	O=C(N/N=C/c1cc(Br)c(O)c(Br)c1)c1cc2c(ccc3ccccc32)o1

Later entries:
M4 antag	CRFR2-BP ag	CHRM5 PAM	M4 PAM	M5 ag	CHRM1 antagonist	CHRM1 PAM	CHRM4 agonist	M5 antag	SMILES
-1	-2.1	-1	15	-1	-8	9	1	5	CCN(CC)S(=O)(=O)c1ccc(N2CCOCC2)c(NS(=O)(=O)c2ccc(C(C)C)cc2)c1
6	-0.5	2	-5	-5	2	-5	6	-4	O=C(Nc1ccnn1C1CCN(C/C=C/c2ccccc2)CC1)c1cccc(F)c1
-4	-2.5	8	-2	1	-2	2	1	-3	Cc1cc(NC(=O)CSc2ccc3nnc(-c4ccc(F)cc4)n3n2)no1
2	0.4	3	-5	1	-6	4	10	-3	COc1ccc(N(C(=O)c2ccn[nH]2)C(C(=O)NC2CCCC2)c2ccc(F)cc2)cc1 (centres undefined)
0	0.2	-4	0	-2	-2	4	1	4	CC1CCC(C(C)C)C(OC(=O)COC(=O)c2cc(O)ccc2N)C1 (centres undefined)
3&-12	-2.2&-1.6	-3&-6	-3&7	-4&-2	-7&-2	8&0	-1&0	6&4	Cc1ccc(C(O)(C(=O)NNc2ccc3ccccc3n2)c2ccc(C)cc2)cc1
21	1.7	-17	-8	-1	-25	0	13	5	Cc1ccc(-c2cc(C(=O)N3CCN(c4ccc(F)cc4)CC3)c3ccccc3n2)o1
0	1.2	5	1	-1	2	6	1	6	NC(=O)COC(=O)c1cc(-c2cccs2)nn1-c1ccccc1
-7	0.8	-15	-7	3	10	-8	8	15	CCOC(=O)Cn1nnc(-c2cc(OC)c(OC)c(OC)c2)n1
-2	-2.4	7	6	0	-4	2	0	-10	O=C(O)/C=C/c1ccc(-c2cccc(C(F)(F)F)c2)o1
